CAL PDZ FP-1 = untagged CAL PDZ binding inhibitors, primary screen, biochemical, fluorescence polarization, HTS | inhibition, % at 24.9 µM | hit rate 0.92% among 300,000 | Golgi-associated PDZ and coiled-coil motif-containing protein (Homo sapiens), Q9HD26 | purified CAL PDZ, TMR-peptide fluorescence polarization, 1 h | AID 602252, 2012;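 active means mean inhibition of at least 30% with at least half of replicates also reaching 30%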;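 further: 0% = DMSO neutral control and 100% = excess unlabeled competitor peptide PRC23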
dFosB activator = activators of delta FosB homodimer, primary screen, biochemical, fluorescence polarization, TAMRA-CDK5 oligo, single point; hit rate 0.99% among 340,000; purified delta FosB; percent of positive-control signal above neutral wells; Protein FosB (Mus musculus), P13346; activation, % at 25 µM; AID 493131, 2011;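 active means mean activation above about 17%, with every replicate also reaching it, limit read from the data, passing the limit was not always enough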;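 further: fluorescence polarization rise as delta FosB binds a TAMRA Cdk5 AP-1 oligo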
Target sequence (P13346 whole entry, looked up): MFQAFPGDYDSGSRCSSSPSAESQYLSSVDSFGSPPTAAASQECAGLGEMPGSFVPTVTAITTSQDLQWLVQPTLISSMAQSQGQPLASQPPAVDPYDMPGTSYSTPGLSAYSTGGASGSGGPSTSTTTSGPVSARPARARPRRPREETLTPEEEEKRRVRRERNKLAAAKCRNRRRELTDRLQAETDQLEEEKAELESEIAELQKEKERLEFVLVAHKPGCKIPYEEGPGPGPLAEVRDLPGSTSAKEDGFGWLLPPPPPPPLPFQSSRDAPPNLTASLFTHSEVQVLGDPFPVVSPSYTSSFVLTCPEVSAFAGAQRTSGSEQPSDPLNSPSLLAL
NSD2 inh = NSD2 histone methyltransferase inhibitors, primary screen, biochemical, AlphaScreen, single concentration, set 2. inhibition, % at 12.5 µM. NSD2 peptide methylation, 120 min. Histone-lysine N-methyltransferase NSD2 (Homo sapiens), O96028. hit rate 0.54% among 310,000; in the data active means inhibition above about 50%
PfHsp90 set2 = growth inhibition of PfHsp90-expressing yeast, primary screen, antimalarial PfHsp90 inhibitor project, S. cerevisiae, BacTiter-Glo luminescence, single point, set 2. BacTiter-Glo ATP, 48 h; yeast lacking PDR1 and PDR3 efflux regulators. inhibition, % at 9.4 µM. hit rate 0.32% among 310,000. AID 504621, 2011;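 active means every replicate shows inhibition above about 80%, whatever the replicate mean, limit read from the data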;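 further: 0% = DMSO neutral controls and 100% = 20 µM radicicol positive controls; yeast relying on Plasmodium falciparum Hsp90 in place of its own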
MITF TRPM1 HTS = activators of MITF-driven TRPM1 promoter reporter, primary screen, cell-based, SK-MEL-5, luciferase, single point | SK-MEL-5 TRPM1-promoter luciferase, 24 h; % of positive control, neutral wells = 0 | activation, % at 12.5 µM | hit rate 0.75% among 300,000 | AID 588334, 2011;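 active means mean activation of at least 80% with every replicate also reaching 80%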;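 further: 0% = neutral control wells and 100% = parthenolide positive control wells; values of inactives mirror those of a sister screen read the other way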
CAL PDZ FP-2 = CAL PDZ peptide-binding inhibitors, primary screen, biochemical, fluorescence polarization, Cer-tagged CAL PDZ, HTS; AID 504414, 2011; hit rate 0.02% among 330,000; inhibition, % at 20 µM; purified CAL PDZ, TMR-peptide fluorescence polarization, 1 h;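 active means highest replicate inhibition of at least 40%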;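 further: plate controls were DMSO neutral control wells for no effect and unlabeled competitor peptide control wells for full effect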
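Assay system – tagged CAL PDZ protein CerCALP, purified · Timing – 1 h at RT · Compound – single point, 20 µM · Measured by – fluorescence polarization from S- and P-plane intensities, G-factor corrected · Evaluation – inhibition from polarization loss · Probe or stimulus – TMR reporter peptide T*-PRC34 · Buffer or medium – pH 7.4 phosphate-saline buffer, reducing agent, detergent, IgG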
SR-BI HDL uptake = inhibitors of SR-BI mediated HDL lipid uptake, primary screen, ldlA[mSR-BI] cells, fluorescence, single point | hit rate 0.96% among 320,000 | ldlA[mSR-BI] CHO cells, DiI-HDL uptake fluorescence, 3 h | inhibition, % at 12.5 µM | AID 488896, 2010 | Scavenger receptor class B member 1 (Mus musculus), Q61009;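 active means mean replicate inhibition of at least 70% and a set share of replicates each scoring 70 or more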;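 further: 0% = median of neutral control wells and 100% = median of positive control wells; values of inactives mirror those of a sister screen read the other way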
Target sequence (Q61009 whole entry, looked up): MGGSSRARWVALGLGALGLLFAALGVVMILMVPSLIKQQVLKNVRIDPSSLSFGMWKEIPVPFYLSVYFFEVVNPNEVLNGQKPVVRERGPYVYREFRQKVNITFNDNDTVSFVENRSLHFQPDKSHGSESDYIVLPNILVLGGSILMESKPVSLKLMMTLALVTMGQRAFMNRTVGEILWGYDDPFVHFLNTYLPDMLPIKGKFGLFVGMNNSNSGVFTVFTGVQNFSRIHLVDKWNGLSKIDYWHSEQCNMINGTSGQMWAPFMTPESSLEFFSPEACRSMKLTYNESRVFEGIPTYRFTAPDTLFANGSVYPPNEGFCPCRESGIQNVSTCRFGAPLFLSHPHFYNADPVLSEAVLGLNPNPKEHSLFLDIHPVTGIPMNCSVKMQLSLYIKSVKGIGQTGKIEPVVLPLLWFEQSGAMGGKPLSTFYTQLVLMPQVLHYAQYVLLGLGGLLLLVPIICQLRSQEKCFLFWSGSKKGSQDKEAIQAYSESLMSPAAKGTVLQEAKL
Rtt109 Vps75 = inhibitors of C. albicans Rtt109/Vps75 HAT, primary screen, biochemical, ThioGlo CoA-SH fluorescence, plate reader | purified Rtt109/Vps75, 4 h | AID 540336, 2011 | hit rate 0.16% among 330,000 | inhibition, % at 34.9 µM;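 active means inhibition of at least 50% in every replicate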
PvdQ inh = P. aeruginosa PvdQ acylase inhibitors, primary screen, biochemical, fluorescence, plate reader and imaging, single point | PvdQ acylase [Pseudomonas aeruginosa LESB58] | purified PvdQ acylase | inhibition, % at 10 µM | hit rate 0.063% among 340,000 | AID 488965, 2010; in the data active means inhibition above about 30%, passing the limit was not always enough;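 further: 0% = vehicle neutral wells and 100% = reference inhibitor wells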
SR-BI uptake up = activators of SR-BI mediated DiI-HDL uptake, primary screen, ldlA[mSR-BI] CHO cells, DiI fluorescence. 3 h; 100 = double the neutral-control signal. activation, % at 12.5 µM. hit rate 0.096% among 320,000. AID 504775, 2011;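 active means mean replicate activation of at least 60% and every replicate at or above 60%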;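 further: 0% = median plate neutral-control signal and 100% = twice that signal; values of inactives mirror those of a sister screen read the other way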
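Material: SR-BI-overexpressing, LDLR-lacking CHO cells | Dosing: Single compound concentration, delivered by pin transfer | Probe or stimulus: Labelled HDL, 10 µg/mL | Signal: Bottom-read cell fluorescence after medium removal, ex 550/em 595 nm | Schedule: 3 h, 37 °C | Evaluation: HDL uptake via cellular fluorescence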
Numbers without * were called inactive; · = no result given.

SMILES	CAL PDZ FP-1	dFosB activator	NSD2 inh	PfHsp90 set2	MITF TRPM1 HTS	CAL PDZ FP-2	SR-BI HDL uptake	Rtt109 Vps75	PvdQ inh	SR-BI uptake up
CCOC(=O)Cc1cc(=O)[nH]c(/N=C(\N)Nc2ccc(OC)cc2)n1	·	1.6	-0.1	16.6	2.9	-3.3	-3.3	-7.7	-9.2	3.3
O=C1CC(SCc2nc3ccccc3[nH]2)C(=O)N1c1cccc(Cl)c1 (stereo unspecified)	-3.3	2.1	·	-42.1	·	-1.4	-43.4	4.4	-21.2	43.4
CC(C)(Oc1ccc(Br)cc1Cl)C(=O)Nc1ccon1	-1.9	-1.6	-1.0	10.4	2.2	-0.9	3.4	-4.0	-10.0	-3.4
CC(NCc1ccc(-c2ccccc2)cc1)C(O)c1ccccc1 (stereo unspecified)	0.6	8.4	-0.4	-6.3	-12.8	-0.9	1.5	1.8	-16.7	-1.5
c1ccc(Cc2noc(CN3CCN(C4CCc5ccccc5C4)CC3)n2)cc1 (stereo unspecified)	0.0	-9.0	-0.3	-5.9	-10.1	-0.5	-17.8	-1.0	-12.8	17.8
CCCCOCCCNS(=O)(=O)Cc1ccccc1	-1.6	-7.5	6.9	-23.3	7.5	-2.6	-13.7	·	7.0	13.7
O=Cc1ccc(Oc2ncccn2)cc1	-2.3	-2.2	-3.1	·	2.4	-1.9	-10.9	-10.5	-15.4	10.9
Oc1nc(Nc2ccc(Cl)cc2Cl)sc1/C=C1\C=Nc2ccccc21	-1.8	-7.7	3.9	17.5	2.2	-1.1	-14.7	-3.0	-1.5	14.7
CCn1cc(CN2CCN(Cc3cccc(OC)c3)C(CCO)C2)c(C)n1 (stereo unspecified)	0.1	0.4	1.0	-0.3	5.4	-1.7	-14.2	·	-16.0	14.2
COC(=O)COc1cccc(NC(=O)c2ccc(Cl)cc2)c1	-1.4	-3.0	-11.1	-18.8	6.6	-3.0	29.2	-4.7	0.4	-29.2

4 entries already listed, arranged by molar mass, low to high:
SMILES	CAL PDZ FP-1	dFosB activator	NSD2 inh	PfHsp90 set2	MITF TRPM1 HTS	CAL PDZ FP-2	SR-BI HDL uptake	Rtt109 Vps75	PvdQ inh	SR-BI uptake up
O=Cc1ccc(Oc2ncccn2)cc1	-2.3	-2.2	-3.1	·	2.4	-1.9	-10.9	-10.5	-15.4	10.9
CCCCOCCCNS(=O)(=O)Cc1ccccc1	-1.6	-7.5	6.9	-23.3	7.5	-2.6	-13.7	·	7.0	13.7
Oc1nc(Nc2ccc(Cl)cc2Cl)sc1/C=C1\C=Nc2ccccc21	-1.8	-7.7	3.9	17.5	2.2	-1.1	-14.7	-3.0	-1.5	14.7
c1ccc(Cc2noc(CN3CCN(C4CCc5ccccc5C4)CC3)n2)cc1 (stereo unspecified)	0.0	-9.0	-0.3	-5.9	-10.1	-0.5	-17.8	-1.0	-12.8	17.8

Continued:
SMILES	CAL PDZ FP-1	dFosB activator	NSD2 inh	PfHsp90 set2	MITF TRPM1 HTS	CAL PDZ FP-2	SR-BI HDL uptake	Rtt109 Vps75	PvdQ inh	SR-BI uptake up
CSc1ccccc1NC(=O)c1cc(-c2ccco2)on1	-4.1	-5.4	-0.7	0.0	25.4	-2.3	19.5	6.9	-4.6	-19.5
CCN(CC)C(=O)c1nc[nH]c1C(=O)N(CC)CC	-1.3	7.3	·	·	-5.4	-0.5	-13.4	-5.5	-12.0	13.4
O=C(Nc1cccc2ccccc12)OCc1ccccc1	·	0.7	-2.3	·	48.3	-1.1	14.0	7.8	-13.7	-14.0
COC(=O)c1ccc(CO/N=C/c2ccc(OC)cc2)o1	-4.7	-3.5	-2.9	5.3	9.8	-2.4	1.9	14.7	13.4	-1.9
COc1ccccc1NC(=O)CSc1nnc2ccc(-c3ccccn3)nn12	0.7	-8.6	-1.9	-3.0	-2.4	-2.2	-9.5	-4.1	2.7	9.5
CCOC(=O)C1=C(C)NC(C)=C(C(=O)OCC)C1C	-0.8	-3.4	-0.7	-2.7	-4.4	-2.2	3.5	1.7	10.0	-3.5
CCCCn1nnnc1SCC(=O)Nc1cccc(C)c1	0.4	-1.5	-7.3	-20.3	-9.7	-0.7	·	0.9	-10.3	·
O=C(O)c1ccc(NCc2nc3cc4ccccc4cc3[nH]2)cc1	1.8	4.4	-0.1	-13.6	·	0.2	-24.9	0.2	-10.1	24.9
O=c1[nH]ncn1-c1ccccc1	1.0	-2.4	-1.0	18.1	-0.4	0.9	-14.3	-4.7	-8.0	14.3
CCCNS(=O)(=O)c1ccc(CCC(=O)NCc2cccnc2)cc1	-6.1	7.5	-3.0	·	·	·	-23.1	-0.7	-0.1	23.1
Cc1[nH]c2ccccc2c1C(=O)COC(=O)c1c(-c2ccccc2Cl)noc1C	-2.3	-0.7	-2.5	9.2	-0.3	-0.3	13.2	-1.4	5.5	-13.2
CCCNC(=S)Nc1ccc(Oc2ccccc2)cc1	2.3	-1.4	33.7	4.7	10.0	-0.2	10.0	5.8	-6.7	-10.0
O=C(CN1CCCCC1)N=Nc1c(O)[nH]c2ccccc12	40.6*	-2.5	-19.4	-18.5	-14.0	-1.0	-24.9	·	-8.3	24.9
Cc1ccc(NC(=O)N2CCCC2C(=O)NCCc2ccccc2)cc1 (stereo unspecified)	1.1	-10.1	-7.0	-33.5	·	-1.8	-21.2	22.2	-12.8	21.2
CCCc1cc(C(=O)Nc2ccc(F)c(Cl)c2)no1	-3.0	-7.3	0.1	9.8	107.5*	-2.4	16.8	19.4	22.0	-16.8
COc1cccc(CC2(CO)CCCN(Cc3ccc(C)s3)C2)c1 (stereo unspecified)	-3.8	-8.0	0.4	2.0	4.8	-3.1	-19.3	·	7.1	19.3
COc1cccc(N=Cc2c(O)n(-c3cccc(C)n3)c(=O)c3ccccc23)c1	-1.5	-8.5	1.4	11.3	-6.8	-1.9	-9.7	9.5	-15.4	9.7
Cc1cc(C)cc(Nc2c(F)c(F)c(F)c(F)c2C(=O)O)c1	-6.1	6.5	0.5	19.5	11.7	-0.8	-15.8	9.3	6.0	15.8
O=C(/C=C\c1ccco1)Nc1nc(-c2ccccc2)cs1	-7.5	5.3	14.5	16.9	33.7	0.0	14.1	1.3	3.6	-14.0
COC(=O)c1cc(-c2ccc(S(=O)(=O)N3CCCCC3)cc2)c(C(F)(F)F)s1	-4.4	-13.8	-1.9	-22.3	·	-0.1	·	-2.7	-0.1	·
CCOC(=O)c1c(NC(=O)CSc2c[nH]c3ccccc23)sc2c1CCC2	1.4	-3.8	·	-2.1	·	-0.5	23.5	-2.4	-8.8	-23.5
CCOc1ccc(S(=O)(=O)N2CCCCC2)cc1NC(=O)CN1C(=O)NC(C)(c2ccccc2)C1=O (stereo unspecified)	-0.9	-9.4	-1.4	29.5	-2.3	-1.7	-37.7	15.2	-7.1	37.7
Cn1c(=O)c2cn(-c3ccc4c(c3)OCCO4)cc2n(C)c1=O	0.0	-1.7	-1.0	-14.1	34.0	-0.9	9.2	1.8	-3.9	-9.2
Cc1ccc(NC2CC(=O)N(Cc3ccccc3)C2=O)cc1 (stereo unspecified)	·	1.7	-1.2	5.9	-1.2	-2.4	-21.2	-4.9	7.5	21.2
COc1ccccc1C1CC(c2c(-c3ccccc3)c3cc(Cl)ccc3[nH]c2=O)=NN1S(C)(=O)=O (stereo unspecified)	-1.1	2.1	-0.3	-0.3	-16.3	-0.1	-27.0	-1.8	11.9	27.0
CCn1cc(S(=O)(=O)c2ccccc2)c(=O)c2cc(F)c(N3CCN(C)CC3)cc21	·	-6.3	10.9	-5.6	-2.3	0.9	-19.8	-5.3	-1.5	19.8
COc1ccccc1C(=O)N/C(=C/c1ccc2c(c1)OCO2)C(=O)Nc1cccc(C(=O)O)c1	·	0.9	-5.9	-2.5	17.8	-0.7	-21.9	7.8	5.7	21.9
Cc1ccc(C)c(N2CCN(C(=O)c3ccc(Cn4c(=S)[nH]c5ccc(N6CCOCC6)cc5c4=O)cc3)CC2)c1	-4.7	-2.4	-1.4	-12.8	12.8	-0.8	36.4	-1.4	-9.5	-36.4
O=C(CSCc1ccc([N+](=O)[O-])cc1)Nc1ccc(S(=O)(=O)N2CCCCCC2)cc1	-4.1	-7.3	-0.2	-15.6	-0.4	-1.2	7.9	15.5	-5.5	-7.9
N#Cc1cc(-c2ccccc2)cnc1Sc1ccccc1	·	6.4	-1.8	-28.3	52.9	-1.2	27.7	-9.8	-15.6	-27.7
COc1ccc(CCN=C(N)NS(=O)(=O)c2ccc(OC)cc2)cc1	0.3	-0.7	-0.2	-1.2	11.1	-1.5	-20.9	-0.7	-19.3	20.9
CC/C(C)=N\Nc1nc(-c2cc3cc(OC)ccc3oc2=O)cs1	-2.1	-12.8	2.5	10.6	62.2	-0.9	61.0	12.3	-3.7	-61.1
O=C(N/N=C/c1c[nH]c2ccccc12)c1cc(-c2ccccc2)n[nH]1	-1.2	-10.8	-1.6	-6.4	-7.2	-1.4	34.4	1.3	-6.8	-34.4
O=C(COC(=O)c1ccc(S(=O)(=O)NCc2ccco2)cc1)NCc1ccc(F)cc1	0.9	5.2	-1.2	-5.8	11.5	-0.5	11.3	5.2	0.0	-11.3
N#Cc1c(-c2ccccc2)nc(SCc2nc(N)nc(N3CCCCC3)n2)[nH]c1=O	5.9	-1.8	0.5	12.5	-16.1	-0.5	-17.5	4.8	4.1	17.5
Nc1c(Cl)cc(C2=NCCn3nc4cc([N+](=O)[O-])ccc4c32)cc1Cl	-1.8	-11.9	·	-2.4	-21.3	-7.2	59.2	2.8	-5.5	-59.2
CCOc1ccc(Nc2nc3c(c(=O)[nH]2)CCC3)cc1	·	1.8	1.4	15.1	13.4	-1.9	-5.7	3.4	10.2	5.7
Cc1ccc(S(=O)(=O)CC(=O)N2CCCCCC2)cc1	1.0	5.5	·	9.6	·	-3.3	5.3	-3.5	-1.2	-5.3

A section from further up:
SMILES	CAL PDZ FP-1	dFosB activator	NSD2 inh	PfHsp90 set2	MITF TRPM1 HTS	CAL PDZ FP-2	SR-BI HDL uptake	Rtt109 Vps75	PvdQ inh	SR-BI uptake up
CCOc1ccc(Nc2nc3c(c(=O)[nH]2)CCC3)cc1	·	1.8	1.4	15.1	13.4	-1.9	-5.7	3.4	10.2	5.7
Cc1ccc(S(=O)(=O)CC(=O)N2CCCCCC2)cc1	1.0	5.5	·	9.6	·	-3.3	5.3	-3.5	-1.2	-5.3

High-throughput results deposited in PubChem by Broad Institute.
